Screens from PubChem BioAssay.
TRPV1 agonist: HTS Assay for Compounds that Act as Agonists of the Vanilloid Receptor 1; activation, % at 8.33 µM; Transient receptor potential cation channel subfamily V member 1 (Homo sapiens), Q8NER1; TRPV1-expressing cells, Fluo-8 calcium influx, agonist mode; actives 0.19% (n = 320,000); in the data active = activation above about 80%; inconclusive = between about 30% and that limit; also: 0% is about no effect
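TRPV1-expressing cells were cultured overnight at 35.5C and loaded with Fluo-8 calcium dye for 40 to 90 min at room temperature. After a 10 s baseline, compound was added and calcium influx was read kinetically for 3 min (ex 480/em 520 nm).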
Coupling enz: qHTS Assay for Inhibitors of Fructose-1,6-bisphosphate Aldolase from Giardia Lamblia: Coupling assay counterscreen. actives 0.67% (n = 290,000). coupling enzyme system counterscreen, AmpLite Red fluorescence. AID 2472, 2010. activity change, negative = inhibition, % at 58.2 µM, hits read low; in the data active = activity change below about -30%; also: % is scaled to controls: 0 for no effect and ±100 for the full control effect
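Fluorescence at 525 nm excitation and 598 nm emission measured inhibition of the coupled detection system without aldolase. Compounds (at 57.5 uM final) were preincubated 10 min at room temperature with coupling enzyme reagent before a 20 min substrate/AmpLite Red step.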
S-ASM inh: Inhibitors of Secretory Acid Sphingomyelinase (S-ASM): qHTS. AID 504937, 2011. Potency, µM (doses to about 57.5 µM), for inactives: top-dose activity change, negative = inhibition, hits mostly inhibitors. placental ASM, HMU-PC fluorogenic substrate, 60 min. actives 0.006% (n = 340,000); also: potency is read from the fitted curve at half-maximal effect
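Steps: dispense placental human ASM, pin compound, wait 10 min at room temperature, add HMU-PC0 substrate at 9 uM final, incubate 60 min at 37 °C, add stop solution raising pH to 10, read fluorescence.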
MBNL1-CUG inh: qHTS Assay for Inhibitors of MBNL1-poly(CUG) RNA binding; Muscleblind-like protein 1 (Homo sapiens), Q9NR56; TR-FRET MBNL1-His/biotin-(CUG)12 binding, 665/545 ratio; Potency, µM (titrated, usually from 57.5 µM), without a hit: at the top dose activity change, negative = inhibition, actives largely listed as inhibitors; actives 0.036% (n = 280,000); AID 2675, 2010; active = well fitted inhibition curve with a large enough effect in the signal ratio, with a control signal flat, not every such curve was filed as active; inconclusive = small, poorly fitted or top-dose-only effect, or effect the other way, or a change in a side signal; inactive = no such curve, though single readings can be large or run the other way; the % refers to the signal ratio; also: potency is read from the fitted curve at half-maximal effect; % is scaled to controls: 0 for no effect and ±100 for the full control effect
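Ratiometric TR-FRET (665 over 545 nm, excitation 340 nm) tracks disruption of MBNL1-His/biotin-(CUG)12 complex after 60 min at room temperature, with compounds at 92 nM to 58 uM final.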
KCNH2 3.1 inh: qHTS for Inhibitors of KCHN2 3.1: Mutant qHTS; U2OS KCNH2 3.1, thallium flux FluxOr; active compounds read low; activity change, % (tested at about 1.8 µM); actives 0.95% (n = 340,000);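 active = maximum activity change below -70%; inconclusive = maximum activity change from -70% to -50%; inactive = maximum activity change above -50%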;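 also: thallium influx rate constant from kinetic fluorescence after stimulation buffer; % is scaled to controls: 0 for no effect and ±100 for the full control effect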
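Kinetic fluorescence (2 min after stimulation buffer) measures Tl+ influx through KCNH2 3.1 expressed by viral transduction in U2OS cells; the rate constant is normalized against DMSO controls serving as positive and negative references.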
KCNH2 WT inh: qHTS for Inhibitors of KCHN2 3.1: Wildtype qHTS; actives 0.37% (n = 340,000); Voltage-gated inwardly rectifying potassium channel KCNH2 (Homo sapiens), Q12809; activity change, % at 1.84 µM; U2OS, BacMam KCNH2, thallium flux FluxOr; active compounds read low;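 active = maximum activity change below -70%; inconclusive = maximum activity change between -70% and -50%; inactive = maximum activity change above -50%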; also: % is scaled to controls: 0 for no effect and ±100 for the full control effect
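U2OS cells transduced with wild-type KCNH2 virus are loaded with FluxOr dye for 45 min, and thallium flux is measured in kinetic reads before and after stimulation buffer. Rate constants are normalized to DMSO controls.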
CXXC DNA block: qHTS Fluorescence Polarization Assay for Inhibitors of MLL CXXC domain - DNA interaction; Histone-lysine N-methyltransferase 2A (Homo sapiens), Q03164; MLL-CXXC / FITC-HOXA9 DNA fluorescence polarization; Potency, µM (top dose mostly 115 µM), for inactives: at the top dose activity change, negative = inhibition, actives largely listed as inhibitors; actives 0.037% (n = 290,000); active = well fitted inhibition curve with a large enough effect in the polarisation, with a control signal flat, not every such curve was filed as active; inconclusive = small, poorly fitted or top-dose-only effect, or effect the other way, or a change in a side signal; inactive = no such curve, though single readings can be large or run the other way; the % refers to the polarisation; also: potency is read from the fitted curve at half-maximal effect
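Purified MLL-CXXC (added from a 7 uM solution) was preincubated 5 min at ambient with pinned compounds in 50 mM Tris-HCl pH 7.5, 50 mM NaCl, 1 mM DTT, 0.05% BSA. Fluorescein-labeled HOX-A9 DNA (50 nM solution) followed, 30 min, then polarization read.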
GALK inh: qHTS Assay for Inhibitors of Human Galactokinase (GALK). P51570. Purified GALK, Kinase-Glo residual ATP luminescence. Potency, µM (doses to about 57.5 µM), inactives show at the highest dose activity change, negative = inhibition, most hits filed as inhibitors. actives 0.007% (n = 270,000). AID 1868, 2009; also: potency is read from the fitted curve at half-maximal effect; % is scaled to controls: 0 for no effect and ±100 for the full control effect
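Luminescence from leftover ATP (Ultra-Glo luciferase/luciferin) served as read-out after a 1 h room-temperature reaction of 5 nM GALK with 35 uM ATP and 100 uM galactose.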
Integrin act MD: qHTS for Activators of Integrin-Mediated Alleviation for Muscular Dystrophy | Potency, µM (series often up to 38.3 µM), for the others: at the top dose activation, usual class: activators | alpha7betagal myoblasts, beta-gal FDG fluorescence, 48 h | actives 0.064% (n = 350,000);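 also: potency is read from the fitted curve at half-maximal effect; 100% = response of the positive control SU9516; nearly all actives have a fitted effect of over 60% in size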
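alpha7betagal+/- myoblasts (passage 13, 250/well) treated 48 h at 37C with compounds at 1:260 dilution of DMSO stock. Lysed, then beta-galactosidase activity read as FDG fluorescence (ex 480/em 540) after 30 min, with pre-read for autofluorescence.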
AT treatment: qHTS Assay for Identifying a Potential Treatment of Ataxia-Telangiectasia; […] A-T fibroblasts, KAP-1 phosphorylation AlphaLISA; neocarzinostatin DNA damage 30 min before lysis; Potency, µM (titrated, usually from 57.5 µM), without a hit: at the top dose activation, hits mostly activators; actives 0.19% (n = 320,000); also: potency is read from the fitted curve at half-maximal effect; % of control where 0% means no effect; nearly all actives have a fitted effect of over 45% in size
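ATM-like activity read as KAP-1 phosphorylation via AlphaLISA donor/acceptor antibody pairs after lysis and 6 hr at 25C. Cells were ATM-null patient fibroblasts ([…], hTERT), dosed 60 min, then exposed to the DSB inducer NCS for 30 min.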
* hit, by the source's call; u = inconclusive; x = not tested or not shown; [ ] = remark or other dose. Unless noted, calls follow the shape of the dose curve; as a rule, active = well fitted curve in the direction sought with a large enough effect; inconclusive = small, poorly fitted or top-dose-only effect, or another doubt; inactive = no such curve, though single readings can be large; an effect the other way counts as inactive or inconclusive.

Order of values – TRPV1 agonist | Coupling enz | S-ASM inh | MBNL1-CUG inh | KCNH2 3.1 inh | KCNH2 WT inh | CXXC DNA block | GALK inh | Integrin act MD | AT treatment
NC(=O)c1ccc2nc(-c3ccccc3)c(-c3ccccc3)nc2c1
    13 | 5 | 5% | 11% | 9 | -1 | 6% | -1% | -3% | -2%
COc1cccc(-c2nnc(SCC(=O)NC3CCS(=O)(=O)C3)n2C)c1 (stereo not drawn)
    -2 | x | -2% | x | 9 | 9 | x | x | -2% | 5%
CCN1CCN(c2cc(=O)n(-c3cc(Cl)ccc3C)c(=O)[nH]2)CC1
    8 | 0 | 10% | -14% | 4 | 13 | -2% | -2% | -13%[7.66 µM] | -3%
O=C(CN1CCOCC1)Nc1cccc(Cl)c1Cl
    3 | 0 | -4% | -6% | -13 | -5 | 0% | 2% | 0% | -1%
COc1ccc(OC)c(NC(=O)COc2coc(CN3CCCc4ccccc43)cc2=O)c1
    1 | x | -1% | x | 0 | -8 | x | x | 0% | 11%
Cc1cc(/C=C2\Sc3ccccc3N2C)cc(C)[n+]1CC1CCCO1 (stereo not drawn)
    4 | -4 | -10% | u | 8 | 0 | 13% | -1% | -76% | -1%
Cc1onc(-c2ccccc2)c1C(=O)Nc1cccc2nsnc12
    -2 | 4 | 124%[activator] | -5% | -5 | x | 9% | -3% | -17% | 4%
COc1ccc(NC(=O)N(C)C[C@H]2Oc3c(NS(=O)(=O)c4cccs4)cccc3C(=O)N([C@@H](C)CO)C[C@@H]2C)cc1
    x | x | -1% | x | 7 | 1 | x | x | 0% | -1%
CCC(C)(C)NC(=O)C(c1cccn1C)N(C(=O)Cn1nnc2ccccc21)c1ccc(NC(C)=O)cc1 (stereo not drawn)
    3 | -2 | 0% | 15% | 1 | -5 | -2% | 1% | 18% | 8%
Cc1ccc(NC(=S)N/N=C2/CCCCc3ccccc32)cc1
    -2 | 0 | -1% | -9% | -2 | 3 | -1% | 4% | 20% | -15%
COc1nonc1NC(=O)CSc1nc2ccccc2[nH]1
    0 | 2 | 0% | -2% | 5 | 0 | -7% | 1% | 1% | -2%
O=C(NCC1COc2ccccc2O1)C1CCCN(S(=O)(=O)c2cnc[nH]2)C1 (stereo not drawn)
    -5 | 0 | 0% | -5% | 6 | 2 | 5% | 3% | 0% | 18%
O=C(Nc1ccccc1F)n1ncc2cc(Cl)ccc21
    -3 | 0 | 1% | -2% | 6 | -8 | 4% | 2% | -26% | -9%
COc1ccccc1CNCc1ccc(OC)c(OC)c1OC
    3 | -2 | 0% | -8% | 24 | 1 | -10% | -2% | -15% | x
Cc1cc(C(=O)NNC(=S)NC(C)c2ccccc2)cs1 (stereo not drawn)
    -4 | 1 | 5% | -18% | 6 | -1 | 0% | 1% | -13% | 3%
CC1CCCCN1C(=O)CN1C(=O)NC2(CCCCC2C)C1=O (stereo not drawn)
    -1 | x | 5% | x | 7 | 32 | x | x | -5% | -1%
CC(=O)Nc1ccc(NS(=O)(=O)c2cccc3nonc23)cc1
    -2 | 3 | 3% | u | -6 | -16 | 6% | -4% | -4% | -12%
O=c1[nH]c(SCc2cccc(F)c2)nc2ccccc12
    1 | -2 | -3% | 1% | -21 | -12 | -12% | 1% | -9% | -1%
Cc1ccccc1NC(=O)COc1ccc2oc(=O)cc(C)c2c1
    -5 | 0 | 2% | -2% | 8 | -40 | -8% | 0% | 0% | 5%
CCc1ccc(OCC(=O)Nc2ncn[nH]2)cc1
    2 | 2 | 0% | 0% | x | x | 8% | 1% | 1% | 0%
O=C(CSc1c2c(nc3cc(Cl)ccc13)CCCC2)NCCN1CCOCC1
    9 | 1 | 1% | 11% | 13 | -12 | 22% | -2% | -34%[inhibitor] | 3%
NC(=O)C1CCCN(C(=S)Nc2ccccc2)C1 (stereo not drawn)
    2 | 1 | 3% | -1% | -19 | 1 | -2% | x | 22% | 12%
COc1ccc([N+](=O)[O-])cc1NC(=O)C(C)N1CCCC1 (stereo not drawn)
    -1 | 2 | 3% | u | 4 | 14 | 2% | -1% | 7% | 0%
COc1cc2c(cc1OC)C(C)N(S(=O)(=O)c1ccc(C)cc1)CC2 (stereo not drawn)
    9 | 2 | 2% | 5% | 3 | -5 | -6% | 3% | 4% | -7%
O=C(Nc1ccc(S(=O)(=O)N2CCCCC2)cc1)C1CC1
    22 | 1 | 6% | -6% | -1 | 1 | 3% | 5% | 7% | 4%
CC1=CC(C)(C(Cl)Cl)C(C)=CC1=O (stereo not drawn)
    -1 | -3 | 2% | -12% | 5 | 0 | 3% | -2% | -11% | 9%
CCCCn1c(CN(C)Cc2ccccc2)nc2c1c(=O)n(C)c(=O)n2C
    1 | 1 | -3% | -3% | 1 | 7 | 0% | 0% | -54%[inhibitor] | -1%
COc1ccc(C(c2nnnn2C2CCCC2)N2CCC(C)CC2)cc1 (stereo not drawn)
    26 | 2 | 3% | 3% | 2 | 2 | 0% | -2% | -14% | -1%
Cc1cnc(SCCc2ccncc2)nc1C
    1 | 0 | x | -5% | x | x | 5% | 0% | x | -8%
CCCCc1cc(=O)oc2c(C)c(OCc3nn[nH]n3)ccc12
    -6 | 24 | 17% | -11% | 5 | -5 | 11% | -3% | -23% | 2%
COc1ccc(CC(=O)O/N=C(\N)Cc2ccc([N+](=O)[O-])cc2)cc1
    16 | -2 | -1% | 32%[activator] | -6 | 0 | 12% | 4% | 13% | 0%
O=C(COC(=O)C1CCC(=O)N1)Nc1cc(Cl)ccc1Cl (stereo not drawn)
    1 | -2 | -1% | 2% | 10 | 5 | 5% | 1% | 32% | 1%
O=C(O)CCCCCNC(=O)/C(=C\c1ccco1)NC(=O)c1ccco1
    -6 | -9 | 0% | 2% | -9 | -14 | 8% | -1% | u | 0%
Fc1ccc(CN2CCCCCCC2)c(F)c1
    1 | 2 | 0% | 0% | -13 | -2 | -1% | 0% | 10% | 4%
O=c1cc(-c2ccccc2)n(S(=O)(=O)c2ccc3ccccc3c2)o1
    x | x | 6% | x | 4 | -4 | x | x | 20% | x
COc1ccc(NC(=O)c2cc3ccc(O)cc3o/c2=N\O)cc1
    -5 | 2 | 14% | u | -12 | 57 | -5% | 1% | -5% | 0%

7 structures already listed, ordered by count of non-hydrogen atoms, ascending.
Order of values – TRPV1 agonist | Coupling enz | S-ASM inh | MBNL1-CUG inh | KCNH2 3.1 inh | KCNH2 WT inh | CXXC DNA block | GALK inh | Integrin act MD | AT treatment
Cc1cnc(SCCc2ccncc2)nc1C
    1 | 0 | x | -5% | x | x | 5% | 0% | x | -8%
O=C(COC(=O)C1CCC(=O)N1)Nc1cc(Cl)ccc1Cl (stereo not drawn)
    1 | -2 | -1% | 2% | 10 | 5 | 5% | 1% | 32% | 1%
CCCCc1cc(=O)oc2c(C)c(OCc3nn[nH]n3)ccc12
    -6 | 24 | 17% | -11% | 5 | -5 | 11% | -3% | -23% | 2%
COc1ccc(CC(=O)O/N=C(\N)Cc2ccc([N+](=O)[O-])cc2)cc1
    16 | -2 | -1% | 32%[activator] | -6 | 0 | 12% | 4% | 13% | 0%
O=C(O)CCCCCNC(=O)/C(=C\c1ccco1)NC(=O)c1ccco1
    -6 | -9 | 0% | 2% | -9 | -14 | 8% | -1% | u | 0%
CCCCn1c(CN(C)Cc2ccccc2)nc2c1c(=O)n(C)c(=O)n2C
    1 | 1 | -3% | -3% | 1 | 7 | 0% | 0% | -54%[inhibitor] | -1%
O=C(CSc1c2c(nc3cc(Cl)ccc13)CCCC2)NCCN1CCOCC1
    9 | 1 | 1% | 11% | 13 | -12 | 22% | -2% | -34%[inhibitor] | 3%
